Source: PubChem (Johns Hopkins Ion Channel Center)
RGS4 pot: RGS4 potentiators or activators, primary screen, cell-based, HEK293 M3R inducible RGS4, calcium flux. carbachol calcium flux Fluo4; active compounds read low. B-score at 10 µM. 310,000 compounds, 0.92% hits;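 active = B-score of the integrated calcium signal more than 4 SD below the library mean, with starting fluorescence not abnormally high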;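 also: negative B-score means reduced calcium response which marks RGS4 activation or potentiation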
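Material: M3R-expressing HEK293 line, RGS4 induced by doxycycline | Schedule: Overnight RGS4 induction, 30 min dye load 37 °C, 20 min compound RT | Measured by: Fluo4 fluorescence kinetic imaging of calcium | Read-out: Integrated calcium ratio converted to B score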
MrgX1 ag: agonists of human MrgX1 receptor, primary screen, HEK293 cells, Fluo-4 calcium flux. 310,000 compounds, 0.44% hits. Fluo-4 calcium fluorescence, agonist mode; active compounds read high. B-score at 10 µM;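 active = calcium response B-score plate-corrected fluorescence ratio at least 3 library SD, with starting fluorescence B-score inside 5 SD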
Target sequence (Q96LB2 whole entry, looked up): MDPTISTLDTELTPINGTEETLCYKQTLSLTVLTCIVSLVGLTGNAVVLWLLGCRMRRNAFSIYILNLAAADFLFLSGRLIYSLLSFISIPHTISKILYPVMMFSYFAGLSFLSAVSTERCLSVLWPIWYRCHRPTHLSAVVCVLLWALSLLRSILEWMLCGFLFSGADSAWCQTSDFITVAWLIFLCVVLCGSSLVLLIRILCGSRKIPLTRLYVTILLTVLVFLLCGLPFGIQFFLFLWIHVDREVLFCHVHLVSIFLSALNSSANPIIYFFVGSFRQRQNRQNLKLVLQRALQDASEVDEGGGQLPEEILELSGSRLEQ
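Test system: Stable human MrgX1 HEK293 cell line | Schedule: Overnight plating before 1 h dye loading | Read-out basis: Baseline-normalised fluorescence change ratio, B-scored | Detection: Kinetic calcium dye fluorescence, Fluo-4 NW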
RGS4 inh: RGS4 inhibitors, primary screen, cell-based, HEK293 M3R inducible RGS4, calcium flux; Regulator of G-protein signaling 4 (Homo sapiens), P49798; Fluo-4 calcium flux; active compounds read high; triggered by carbachol at its EC20; B-score at 10 µM; 310,000 compounds, 0.45% hits; AID 463165, 2010;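 active = B-score, a plate-corrected calcium signal, over three deviations above library mean, with baseline fluorescence within five deviations of library mean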;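 also: RGS4 expression induced by doxycycline in cells with stable M3 receptor; B-score is computed from the integrated fluorescence ratio over baseline after carbachol; higher B-score means a larger calcium signal and so more RGS4 inhibition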
KCNQ1 block: inhibitors of human KCNQ1 channel, primary screen, cell-based, thallium flux, high-throughput; CHO-K1 KCNQ1, FluxOR thallium flux fluorescence; active compounds read high; B-score at 10 µM; 310,000 compounds, 1.3% hits; AID 2642, 2010;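 active = compounds whose thallium flux B-score, printed positive for inhibition, exceeds three library SD while starting fluorescence stays within three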;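 also: channel opened by potassium depolarization with thallium stimulus after 20 min compound exposure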
Target sequence (P51787 whole entry, looked up): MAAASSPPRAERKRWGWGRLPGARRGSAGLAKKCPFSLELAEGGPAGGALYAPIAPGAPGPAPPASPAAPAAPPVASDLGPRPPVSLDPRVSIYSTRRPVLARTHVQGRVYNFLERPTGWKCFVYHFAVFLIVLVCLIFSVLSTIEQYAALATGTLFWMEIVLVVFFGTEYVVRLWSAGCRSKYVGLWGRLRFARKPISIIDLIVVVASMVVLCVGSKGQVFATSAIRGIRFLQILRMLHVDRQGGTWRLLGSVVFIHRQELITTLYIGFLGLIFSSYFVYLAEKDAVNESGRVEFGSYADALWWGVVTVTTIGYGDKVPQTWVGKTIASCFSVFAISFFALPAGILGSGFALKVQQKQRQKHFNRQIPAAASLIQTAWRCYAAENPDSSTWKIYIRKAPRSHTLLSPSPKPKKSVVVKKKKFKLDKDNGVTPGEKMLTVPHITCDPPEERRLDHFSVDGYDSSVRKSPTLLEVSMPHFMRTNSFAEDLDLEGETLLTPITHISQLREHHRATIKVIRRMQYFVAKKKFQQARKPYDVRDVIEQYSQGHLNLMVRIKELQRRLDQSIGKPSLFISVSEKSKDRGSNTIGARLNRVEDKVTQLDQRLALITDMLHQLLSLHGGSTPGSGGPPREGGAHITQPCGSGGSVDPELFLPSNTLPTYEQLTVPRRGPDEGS
hERG rescue: hERG rescue from dofetilide block, primary screen, cell-based, CHO-hERG, FluxOR thallium flux, dofetilide IC70. Voltage-gated inwardly rectifying potassium channel KCNH2 (Homo sapiens), Q12809. dofetilide IC70 present. activation (rescue from dofetilide block), less the hit threshold, % at 10 µM. 310,000 compounds, 0.51% hits. AID 1511, 2009;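 active = activation above the mean of controls blocked by dofetilide plus 5 SD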;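 also: thallium influx through hERG after potassium depolarization seen as dye fluorescence rise; in these data hits start at about 4.7%; inactives centre near -7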
KCNQ1 act: potentiators or activators of KCNQ1 channel, primary screen, cell-based, thallium flux, high-throughput. CHO-K1 KCNQ1, thallium flux FluxOR fluorescence; active compounds read high. B-score at 10 µM. 310,000 compounds, 0.35% hits. AID 2648, 2010;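 active = fluorescence ratio B-score, a plate-corrected score, at least three library SD, with initial intensity B-score within 5 SD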
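Doses: Single concentration per compound, DMSO matched to controls | Test system: KCNQ1-transfected CHO-K1 cells | Timing: 90 min dye loading and 20 min compound exposure, both at room temperature | Measured by: Kinetic FluxOR thallium fluorescence, 10-s 1-Hz baseline, 110-s post-stimulus read | Medium: Assay buffer with matched DMSO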
TMEM16A act: TMEM16A chloride channel activators or potentiators, primary screen, cell-based, HTS; Anoctamin-1 (Mus musculus), Q8BHY3; HEK293 TMEM16A/YFP-H148Q/I152L, iodide quench fluorescence; active compounds read low; B-score at 10 µM; 340,000 compounds, 0.3% hits; AID 623877, 2012;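 active = fluorescence-ratio B-score plate-corrected deviation score at least 3 library SD below zero, with starting fluorescence score within 5 deviations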;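 also: channel opened by trigger with iodide after compound preincubation; score built on the fluorescence ratio of max minus min over baseline; more negative score means more quench and so TMEM16A activation or potentiation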
KCNK3 inh: human KCNK3 channel inhibitors, primary screen, CHO cells, FluxOR thallium flux, B-score; FluxOR fluorescence; active compounds read low; AID 602410, 2012; Potassium channel subfamily K member 3 (Homo sapiens), O14649; 340,000 compounds, 0.84% hits; B-score at 10 µM;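 active = B-score under library mean minus 4 SD, starting fluorescence ratio at most library mean plus 5 SD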;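 also: more negative B-score means stronger inhibition of thallium flux through KCNK3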
MrgX1 allo act: positive allosteric modulators of MrgX1, primary screen, HEK293 cells, Fluo-4 calcium flux; FDSS; active compounds read high; 310,000 compounds, 0.63% hits; Mas-related G-protein coupled receptor member X1 (Homo sapiens), Q96LB2; B-score at 10 µM; AID 588675, 2011;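 active = plate-corrected calcium response at least 3 library SD above typical, normal starting fluorescence, not activating the receptor alone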;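 also: compound read alongside a low EC10 to EC30 dose of BAM8-22 agonist; peak minus trough fluorescence over baseline measured at the second addition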
TMEM16A inh: TMEM16A chloride channel inhibitors, primary screen, cell-based, HTS. Anoctamin-1 (Mus musculus), Q8BHY3. HEK293 TMEM16A/YFP iodide influx fluorescence, ionomycin. normalized B-score (activity score, 25-100; higher = stronger inhibition) at 10 µM. 310,000 compounds, 1.2% hits. AID 588511, 2011;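 active = ratio plate-corrected score three or more library SD toward inhibition, starting fluorescence score within five deviations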;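 also: score derived from kinetic fluorescence span divided by baseline fluorescence per well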
KCNK9 inh: KCNK9 potassium channel inhibitors, primary screen, HEK293 cells, thallium flux | Potassium channel subfamily K member 9 (Homo sapiens), Q9NPC2 | FluxOR thallium flux fluorescence; active compounds read low | B-score at 10 µM | 310,000 compounds, 1.2% hits | AID 488922, 2010;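 active = ratio B-score over 3 SD below the library mean, with starting fluorescence within 5 SD of its mean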;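 also: negative B-score means less thallium flux so channel inhibition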
An asterisk follows results filed as active; i = inactive; / = no result given. This is a random part of the collection, and some 6.3% of all compounds hit somewhere here.

SMILES	RGS4 pot	MrgX1 ag	RGS4 inh	KCNQ1 block	hERG rescue	KCNQ1 act	TMEM16A act	KCNK3 inh	MrgX1 allo act	TMEM16A inh	KCNK9 inh
COc1cccc(NC(=O)CN2CCN(c3nc(-c4cccc(OC)c4)cs3)CC2)c1	i	i	i	i	-8	i	i	i	i	i	i
Cc1cc(-c2n[nH]c(=S)n2/N=C/c2ccc(Cl)c([N+](=O)[O-])c2)n[nH]1	i	i	i	i	-9	i	i	i	i	i	i
NC(=O)CC(NC(=O)c1ccccc1)c1ccc(NCc2ccc(F)c(F)c2)c([N+](=O)[O-])c1 (configuration not stated)	i	i	i	i	-5	i	i	i	i	i	i
Nn1c(SCC(=O)NCc2ccccc2)nncc1=O	i	i	i	i	-5	i	i	i	i	i	i
Brc1ccc(OCc2cn3ccccc3n2)cc1	i	i	i	i	-5	i	i	i	i	i	i
COc1ccc(S(=O)(=O)Nc2ccccc2C(=O)NCc2cccnc2)cc1	i	i	i	i	-4	i	i	i	i	i	i
Cc1cccc(C)c1NC(=O)N1CCN(c2nc3ccccc3s2)CC1	i	i	i	i	-1	i	i	i	i	i	i
O=[N+]([O-])c1cc2c(cc1/C=N/NS(=O)(=O)c1ccc(Br)cc1)OCO2	i	i	i	i	-10	i	i	i	i	i	i
CCCCCCNC(=O)CCNS(=O)(=O)c1ccc(C)cc1	i	i	i	i	-21	i	i	i	i	i	i
CCc1ccc(NC(=O)CN2C(=O)C(=O)N(Cc3ccccc3)C2=O)cc1	i	i	i	i	-2	i	/	/	i	i	i
COC(=O)Cc1csc(Nc2ccccc2Cl)n1	i	i	i	i	-6	i	i	i	i	i	i
CC(C)N(C(=S)NC1CC2CCC1C2)c1ccccc1 (configuration not stated)	i	i	i	i	-17	i	i	-9.8*	i	i	i
COC(=O)c1ccccc1S(=O)(=O)NNC(=O)Nc1ccccc1	i	i	i	i	-5	i	i	i	i	i	i
CC(C)C(=O)OCC(=O)Nc1ccc(N=Nc2ccccc2)cc1	i	i	i	i	-6	i	i	i	i	i	i
CCOC(=O)C1=NN(c2ccccc2)C(=O)C1	i	i	i	i	-7	i	i	i	i	i	i
CN(CCOc1ccc(-c2ccn(S(=O)(=O)c3cccc4ccccc34)n2)cc1)c1ccccn1	i	i	i	i	-16	i	i	i	i	i	i
Cn1c(SCC(=O)NC(C)(C)C)nnc1-c1cccc(NC(=O)c2ccccc2F)c1	i	i	i	i	-9	i	i	i	i	i	i
Cc1ccc(NC(=O)CSc2nc(NS(=O)(=O)c3ccccc3)cc(=O)[nH]2)cc1	i	i	i	i	-15	i	i	i	i	i	i
Clc1ccc(-c2nnn(Cc3nc4ccccc4s3)n2)cc1	i	i	i	i	-2	i	i	i	i	i	i
C=CCOC(=O)C1=C(C)NC(SC)=C(C#N)C1c1ccc(OCC)cc1 (configuration not stated)	i	i	i	i	-5	i	i	i	i	i	i
CC(NC1CCCCC1)C(=O)NN=C(c1ccccc1)c1ccccc1 (configuration not stated)	i	i	i	i	-5	i	i	i	i	i	i
CC(C)N(Cc1ccccc1)C(=O)COC(=O)C1CCN(S(=O)(=O)c2ccc3c(c2)OCCO3)CC1	i	i	i	i	-16	i	i	i	i	i	i
Cc1ccccc1CN1C(=O)c2ccccc2S1(=O)=O	i	i	i	i	-9	i	i	i	i	i	i
CC1CCCCN1C(=O)C1CCCN(S(=O)(=O)c2cccc3nsnc23)C1 (configuration not stated)	i	i	i	i	-6	i	i	i	i	i	i
CCN(CC)S(=O)(=O)c1cccc(NC(=O)COC(=O)c2n[nH]c(=O)c3ccccc23)c1	i	i	i	i	-5	i	i	i	i	i	i
FC(F)(F)c1cc(-c2cccs2)nc(-n2cc(Br)cn2)n1	i	i	i	i	-16	i	i	i	i	i	i
Cc1cc2nc(SCC(=O)N(C)C)c3c(c2cc1C)CCCC3	i	i	i	i	-7	i	i	i	i	i	i
COc1cc(OC)c2cc(C(=O)N/N=C/c3ccccc3O)[nH]c2c1	i	i	i	i	-17	i	i	i	i	i	i
O=[N+]([O-])c1cccc(/C=N/n2c(COc3ccccc3)n[nH]c2=S)c1	i	i	i	i	-9	i	i	i	i	i	i
CC1(C)Cc2c(sc3nnn(CC(=O)Nc4ccccc4)c(=O)c23)CO1	i	i	i	i	-7	i	i	i	i	i	i
CSc1nc2nccc(-c3ccc(Oc4ccccc4)cc3)n2n1	/	i	/	/	/	/	i	i	i	i	/
COc1ccccc1NC(C)C(=O)Nc1ccc(C(C)=O)cc1 (configuration not stated)	i	i	i	i	-3	i	i	i	i	i	i
Cc1ccc(NS(=O)(=O)c2cccs2)c(C)c1	i	i	i	i	-3	i	i	i	i	i	i
O=c1[nH]c2ccccc2n1CCC1CCCCC1	i	i	i	i	-18	i	i	i	i	i	i
COC(=O)c1ccc(C(=O)OC)c(NC(=O)CN2CCC(C)CC2)c1	i	i	i	i	-12	i	i	i	i	i	i
CSc1ccc(/C=N/NC(=O)COc2ccc(Br)cc2Cl)cc1	i	i	i	i	-4	i	i	i	i	i	i
CCN(CC)C(=O)Cn1cc(S(=O)(=O)CC(=O)Nc2ccc(F)cc2)c2ccccc21	i	i	i	i	-16	i	i	i	i	i	i
COC(=O)C(Cc1ccc(O)cc1)NC(=O)c1ccc2c(c1)OCCO2 (configuration not stated)	i	i	i	i	-4	i	i	i	i	i	i
CCN(CC)C(=O)c1sc(NC(=O)Cc2cccs2)c(C#N)c1C	i	i	i	i	-4	i	i	i	i	i	i
COc1ccc(-n2nnc3c(=O)n(Cc4cc(C)ccc4C)cnc32)cc1	i	i	i	i	-7	i	i	i	i	i	i
Cc1ccc(C(=O)NCC(=O)OCC(=O)c2ccc3c(c2)NC(=O)CO3)cc1	i	i	i	i	-5	i	i	i	i	i	i
O=C1NC2(CCCCCC2)C(=O)N1Cc1ccc(F)cc1Cl	i	i	i	i	-1	i	i	i	i	i	i
O=C(O)/C=C/C(=O)N(Cc1ccccc1)Cc1ccco1	i	i	i	i	-8	i	i	i	i	i	i
Cn1c(N)c(C(=O)COC(=O)c2cc(-c3ccccc3)nc3ccccc23)c(=O)n(C)c1=O	i	i	i	i	-8	i	/	/	i	i	i
CCOc1ccccc1CN1CCN(C2CCOCC2)CC1CCO (configuration not stated)	i	i	i	i	-11	i	i	i	i	i	i
O=C(O)CCC(NC(=O)c1ccc(Cl)cc1)C(=O)O (configuration not stated)	i	i	i	i	-4	i	i	i	i	i	i
CSC1=N/C(=C\c2cccc(Cl)c2)C(=O)N1N(C)C	i	i	i	i	-6	i	i	i	i	i	i
CC1=NN(C(=O)c2c(Br)cnn2C)C(O)(C(F)(F)F)C1 (configuration not stated)	i	i	i	i	-7	i	i	i	i	i	i
CCN(CC)C(=O)CSc1nc(-c2ccccc2)cc(=O)[nH]1	i	i	i	i	-8	i	i	i	i	i	i
C=CCc1ccc(OCCCN2CCCC(C)C2)c(OC)c1 (configuration not stated)	i	i	i	i	-13	i	i	i	i	i	i
CC1CC1C(=O)N(C)CC(=O)Nc1ccc(Cl)c(C(F)(F)F)c1 (configuration not stated)	i	i	i	i	-7	i	i	i	i	i	i
Cc1ccc(OCC(=O)Nc2nnc(S(=O)(=O)N3CCCCC3)s2)cc1	i	i	i	i	-2	i	i	i	i	i	i
Cn1nccc1C(=O)OCC(=O)Nc1ccccc1Cl	i	/	i	i	-8	i	i	i	/	/	i
O=C(O)CN1C(=O)/C(=C\c2ccccc2OCc2ccc(Cl)cc2Cl)SC1=S	i	i	i	i	-6	i	i	i	i	i	i
O=C(CSc1ccccn1)Nc1nc2ccc(Br)cc2s1	i	i	i	i	-4	i	i	i	i	i	i
CSc1ncc(Cl)c(C(=O)NCc2cccnc2)n1	i	i	i	i	-9	i	i	i	i	i	i
CCOc1ccc(NC(=O)Nc2nnc(CC(=O)NCc3ccccc3)s2)cc1	i	i	i	i	-4	i	i	i	i	i	i
CN(Cc1ccccc1)C(=O)c1ccc2c(c1)OCO2	i	i	i	i	-8	i	i	i	i	i	i
COc1cc(/C=N/Nc2nc3ccccc3[nH]2)cc(OC)c1O	i	i	i	i	-11	i	i	i	i	i	i
Cc1c(C(=O)N(C)C)c2cc(Cl)ccc2n1O	i	i	i	i	-10	i	i	i	i	i	i
Later entries.
SMILES	RGS4 pot	MrgX1 ag	RGS4 inh	KCNQ1 block	hERG rescue	KCNQ1 act	TMEM16A act	KCNK3 inh	MrgX1 allo act	TMEM16A inh	KCNK9 inh
COc1ccc2[nH]c(=O)c(CN(CCCN3CCOCC3)C(=O)NCc3ccccc3)cc2c1	i	i	i	i	-4	i	i	i	i	i	i
COc1cc(Cl)c(C)cc1NC(=O)COC(=O)CCc1nc2ccccc2c(=O)[nH]1	i	i	i	i	-11	i	i	i	i	i	i
Cc1sc2nc(-c3cccs3)oc(=O)c2c1C	i	i	i	i	-6	i	i	i	i	i	i
O=C(NCCc1nc2ccccc2[nH]1)/C(=C/c1ccc2c(c1)OCO2)NC(=O)c1ccc(Cl)cc1Cl	i	i	i	i	-27	i	i	i	i	i	i
CCC(=O)Nc1ccc2c(c1)ncn2-c1ccccc1C	i	i	i	i	-7	i	i	i	i	i	i
